TGFb SMAD3 inh = qHTS for Inhibitors of TGF-b | HepG2 CAGA-GFP TGF-b/SMAD3 reporter, GFP fluorescence, 18 h; TGF-beta stimulated, 500 pg/mL final | Potency, µM (titrated, usually from 46.1 µM), inactives show top-dose activity, negative = inhibition, usual class: inhibitors | 410,000 tested, 1.2% active | AID 588855, 2011; note: % is set by controls: 0 for no effect and ±100 for the full control effect; nearly all actives have a fitted effect of over 65% in size
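GFP signal (ex488/em500-530) from TGF-beta-stimulated HEPG2 CAGA-GFP cells, 500 pg/mL final, 18 h at 37 degrees C in DMEM plus 1% FBS, normalized to unstimulated and DMSO-stimulated controls.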
EPAC2 antagonist = qHTS for Antagonist of cAMP-regulated guanine nucleotide exchange factor 2 (EPAC2): primary screen; Rap guanine nucleotide exchange factor 4 (Homo sapiens), Q8WZA2; AID 720708, 2013; Potency, µM (series often up to 114 µM), for inactives: at the top dose activity, negative = inhibition, actives largely listed as inhibitors; EPAC2 GEF exchange of Rap1B-BODIPY-GDP, fluorescence; 360,000 tested, 0.18% active; note: % is set by controls: 0 for no effect and ±100 for the full control effect; nearly all actives have a fitted effect of over 45% in size; many of its hits are not listed in these tables
Target sequence (Q8WZA2 whole entry, looked up): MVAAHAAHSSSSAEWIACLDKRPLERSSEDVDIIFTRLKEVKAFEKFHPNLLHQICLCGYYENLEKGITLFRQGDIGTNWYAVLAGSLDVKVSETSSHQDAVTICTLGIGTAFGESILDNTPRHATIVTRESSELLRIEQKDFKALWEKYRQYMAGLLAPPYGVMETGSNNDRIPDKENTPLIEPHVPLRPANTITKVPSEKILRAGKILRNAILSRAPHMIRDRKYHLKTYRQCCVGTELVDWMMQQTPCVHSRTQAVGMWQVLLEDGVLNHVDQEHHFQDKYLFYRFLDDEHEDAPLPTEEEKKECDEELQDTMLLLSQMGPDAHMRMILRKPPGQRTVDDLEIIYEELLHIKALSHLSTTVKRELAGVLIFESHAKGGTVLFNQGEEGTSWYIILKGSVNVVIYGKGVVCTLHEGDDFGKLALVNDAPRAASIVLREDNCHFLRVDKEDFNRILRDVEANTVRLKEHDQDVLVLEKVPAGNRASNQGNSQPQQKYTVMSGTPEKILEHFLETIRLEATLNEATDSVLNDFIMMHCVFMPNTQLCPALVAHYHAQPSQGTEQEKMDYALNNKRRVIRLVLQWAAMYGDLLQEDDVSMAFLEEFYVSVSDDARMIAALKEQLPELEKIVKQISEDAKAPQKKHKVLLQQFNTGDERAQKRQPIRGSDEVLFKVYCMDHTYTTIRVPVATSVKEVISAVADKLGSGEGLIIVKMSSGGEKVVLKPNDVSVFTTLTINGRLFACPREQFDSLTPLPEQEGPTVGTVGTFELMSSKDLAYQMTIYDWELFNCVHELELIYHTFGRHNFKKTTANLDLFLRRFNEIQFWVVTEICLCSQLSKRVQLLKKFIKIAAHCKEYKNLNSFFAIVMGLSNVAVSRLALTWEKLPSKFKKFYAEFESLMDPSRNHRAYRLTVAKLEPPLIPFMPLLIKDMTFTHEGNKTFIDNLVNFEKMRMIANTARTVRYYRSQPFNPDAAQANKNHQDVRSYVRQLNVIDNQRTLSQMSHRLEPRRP
ATXN2 expr inh = Primary qHTS for Inhibitors of ATXN expression. AID 1745845, 2022. Potency, µM (highest dose often 57 µM), for inactives: top-dose activity change, negative = inhibition, hits mostly inhibitors. HEK-293 ATXN2-luciferase reporter, luminescence, 24 h. 360,000 tested, 0.72% active; note: % is set by controls: 0 for no effect and ±100 for the full control effect; nearly all actives have a fitted effect of over 55% in size
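ATXN2-luciferase reporter cells (luciferase flanked by upstream and downstream ATXN2 gene portions) were treated 24 h at 37 °C with compounds at up to 57 uM. SteadyGlo luminescence gave expression; GF-AFC fluorescence gave viability.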
HepG2 tox = qHTS for Inhibitors of TGF-b: Cytotox Counterscreen. HepG2 CAGA-GFP viability, ATP luminescence, 18 h. Potency, µM (titrated, usually from 46.1 µM), for inactives: at the highest dose activity change, negative = cytotoxicity, usual class: cytotoxic. 410,000 tested, 0.76% active; note: some results filed as inactive show a strong effect at the top dose
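HepG2 CAGA-GFP cells (1000/well, DMEM with 1% FBS) received compound, then TGF-beta at 500 pg/mL final, and were incubated 18 hours at 37 degrees C. Viability was read by CellTiter-Glo luminescence. Media-only wells were set as complete cell-killing and DMSO as no toxicity.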
Nrf2 block = Nrf2 qHTS screen for inhibitors. A549 ARE-Fluc reporter, luciferase luminescence, 18-24 h. Potency, µM (doses to about 46 µM), for the others: at the highest dose activity change, negative = inhibition, hits mostly inhibitors. 360,000 tested, 2.1% active. AID 504444, 2011; note: % is set by controls: 0 for no effect and ±100 for the full control effect; nearly all actives have a fitted effect of over 60% in size
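Quantitative HTS in A549 cells stably bearing an antioxidant response element-firefly luciferase construct. Inhibition of Nrf2-driven transcription was scored by luminescence after 18-24 h of compound exposure at 37 °C.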
MCF10A rereplic = A quantitative high throughput screen for small molecules that induce DNA re-replication in MCF 10a normal breast cells; MCF 10A DNA re-replication, Hoechst nuclear intensity, 48 h; Potency, µM (series often up to 46.1 µM), for inactives: top-dose activity, positive = re-replication, hits mostly activators; 350,000 tested, 2.9% active; AID 624296, 2012; note: % of control where 0% means no effect; nearly all actives have a fitted effect of over 50% in size
A549 tox = Nrf2 qHTS screen for inhibitors: counterscreen for cytotoxicity. A549 ARE-Fluc cells, CellTiter-Fluor viability, 18-24 h. Potency, µM (doses to about 46 µM), for the others: at the highest dose activity change, negative = cytotoxicity, actives largely listed as inhibitors. 390,000 tested, 0.16% active. AID 504648, 2011; note: % is set by controls: 0 for no effect and ±100 for the full control effect
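A549 ARE-Fluc cells in 5% FBS OPTI-MEM, 5000 cells/well, rested 2 h then exposed to compounds in concentration-response for 18-24 h at 37 °C. Viability by CellTiter-Fluor fluorescence (Ex 405/Em 525) after 30 min; luciferase luminescence (BugLite, 15 min, RT) read afterwards.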
S2 tox = Viability Counterscreen for Primary qHTS for Inhibitors of ATXN expression | Potency, µM (top dose mostly 56.7 µM), hits mostly cytotoxic | S2 cells (HEK-293 line with an ATXN2-luciferase reporter) viability, CellTiter-Fluor protease fluorescence, 24 h | 400,000 tested, 0.49% active | AID 651635, 2014; note: nearly all actives have a fitted effect of over 40% in size
Nrf2 ARE act = qHTS of Nrf2 Activators | 410,000 tested, 0.31% active | Potency, µM (highest dose often 46.1 µM), inactives show at the highest dose activation, hits mostly activators | AREc32 ARE-luciferase reporter (MCF7-derived line), luminescence, 24 h; note: % of control where 0% means no effect; nearly all actives have a fitted effect of over 65% in size
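Quantitative high-throughput format: AREc32 reporter cells, 1000 per well, received compound by pin transfer and were incubated 24 hr at 37 deg C, 5% CO2, before Steady-Glo luminescence detection.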
An asterisk follows results filed as active; i = inactive; ? = inconclusive; · = no result given; & = joins results of further samples; [ ] = dose if it differs, or a comment. Calls come from the whole dose curve; as a rule, active = well fitted curve in the direction sought with a large enough effect; inconclusive = small, poorly fitted or top-dose-only effect, or another doubt; inactive = no such curve, though single readings can be large; an effect the other way counts as inactive or inconclusive. Potency is the fitted concentration of half-maximal effect. Not all compounds are listed; rates above refer to the full screens.

canonical_smiles,TGFb SMAD3 inh,EPAC2 antagonist,ATXN2 expr inh,HepG2 tox,Nrf2 block,MCF10A rereplic,A549 tox,S2 tox,Nrf2 ARE act
CC(=O)N1[C@H](C)C=C[C@]1(Cc1ccccc1)C(=O)NCc1cc(F)cc(C(F)(F)F)c1,?,13%,2%,-24%,4%,-9%,-3%,?,3.8%
Cc1cc(C)c2c(-n3cccc3)c(C(=O)NCC(C)c3ccccc3)sc2n1 (configuration not stated),-18%,·,·,-20%,22%,·,12%,·,-1.4%
O=C(NC1CCCCC1)C1CCN(C(=O)c2ccc(Cl)cc2)CC1,3%,4%,-7%,1%,1%,-15%,-1%,i,-0.1%
COc1cc(NC(=O)Cn2ccn(Cc3ccccc3OC)c(=O)c2=O)cc(OC)c1,-4%,·,·,1%,8%,·,-9%,·,-0.2%
CCOc1ncccc1C(=O)OCC(=O)c1ccc(F)cc1,2%,-6%,-24%,9%,1%,-1%,-11%,i,3.0%
CCC(c1nnc(SCC(=O)Nc2ccc(C(=O)Nc3ccccc3OC)cc2)o1)N(C)C (configuration not stated),-1%,-4%,-7%,8%,·,-8%,-5%,i,1.2%
O=S1(=O)C=C(SCc2cccc(Cl)c2)Nc2ccccc21,-14%,-3%,-2%,2%,21µM*,4%,0%,i,-1.0%
CCn1c(SCc2nc(-c3ccccc3)no2)nnc1-c1cccs1,-1%,1%,5%,2%,?,8%,·,i,4.4%
O=C(NC1CCCCC1)c1cccc(COCC(F)(F)F)c1,-2%,5%,1%,-24%,-11%,0%,-3%,i,0.3%
CN1CCN(S(=O)(=O)c2ccc(NC(=O)Cc3cccs3)cc2)CC1,-3%,3%,1%,-1%,·,-13%,0%,i,0.3%
Cc1cnc(C(=O)NCc2ccc(F)cc2)cn1,0%,4%,0%,-7%,2%,-1%,1%,i,-0.5%
CC(C)OCCCNC(=O)c1cc2c(=O)n(C)c3ccccc3c2n1C,9%,10%,-25%,-1%,-13%,1%,8%,i,0.0%
CC(C)Oc1ccc(CSc2nnc3n(C)c(=O)c4c5c(sc4n23)CCCC5)cc1,14%,-12%,-6%,-12%,?,17%,9%,i,1.8%
CCC1(c2ccc(F)cc2)NC(=O)N(CC(=O)N(C)C2CCS(=O)(=O)C2)C1=O (configuration not stated),-7%,0%,1%,0%,1%,0%,3%,i,-0.8%
COc1cc(OC)cc(C(=O)N[C@H](C(=O)N2CCc3ccccc32)C(C)C)c1,?,-6%,-12%,-27%,-6%,?,-14%,i,0.7%
COc1ccc(-n2c(SCC(=O)Nc3cc(C)on3)nc3c(c2=O)SCC3)cc1OC,-6%,21%,8%,-57%,-12%,2%,-9%,i,-0.3%
N=c1c2c(n(Cc3cccc(Cl)c3)c3c1CCC3)CCCC2,?,0%,?,-22%,?,-4%,-2%,i,-0.1%
COc1ccc(NC(=O)Nc2ccc3c(c2)C(=O)N([C@H](C)CO)C[C@H](C)[C@@H](CN(C)S(=O)(=O)c2ccc(OC)cc2)O3)cc1,-24%,0%,-1%,-10%,5%,8%,-4%,i,4.6%
O=c1[nH]c(=S)n2c(c1-c1ccccc1)OC(CBr)C2 (configuration not stated),3%,4%,·,-1%,·,·,·,i,0.3%
CCOC(=O)c1[nH]c(C)c(/C(O)=C2\C(=O)C(=O)N(CCCN(C)C)C2c2cccnc2)c1C (configuration not stated),17%,-18%[57.1 µM],-6%,-2%,7%,?,-1%,i,-0.3%
COc1cc(F)c(C2=CC(=O)C[C@H](c3ccc(F)cc3)C2)cc1F,-3%,-2%,-3%,4%,-14%,28%,-3%,i,-0.3%
COc1ccccc1CN1C[C@@H]2C[C@@H](C3=Cc4cccc(OC)c4OC3)N3CCC[C@@]23C1=O,-24%,3%,·,0%,3%,0%,-13%,i,0.3%
Nc1nn2c(-c3ccccc3)cc(=O)[nH]c2c1N=Nc1ccc(Br)cc1,-19%,-10%,·,-22%,?,?,?,i,-0.4%
C=CCSc1nnc(NC(=O)Cc2ccc(OC)c(OC)c2)s1,0%,3%,-12%,3%,?,0%,-4%,i,0.0%
CCN(Cc1ccccc1)c1ccc(/C=N/NC(=S)NC(C)C)cc1,-45%,-1%,3%,7%,?,?,-6%,i,0.0%
CC(=O)c1ccc(N2CCN(S(=O)(=O)c3c(C)[nH]c(C)c3C(=O)N3CCCCC3)CC2)cc1,15%,-7%,0%,-7%,0%,1%,10%,i,0.4%
CC(=O)Oc1cc(OC(C)=O)c2c(C)cc(=O)oc2c1,10%,5%,-1%,10%,1%,4%,1%,i,3.2%
O=[N+]([O-])c1ccccc1S(=O)(=O)N1CCN(Cc2ccccc2)CC1,-14%,-1%,·,-2%,-21%,-5%,-10%,·,2.9%
Cn1cccc1/C=N/NC(=O)c1ccccn1,4%,11%,4%,-21%,27%,2%,0%,i,0.0%
CSc1nc(Cl)c(C#N)c(-c2ccc(C)cc2)n1,1%,4%,7%,-4%,8%,3%,4%,i,-0.1%

Among those listed so far, 4 have a Cl atom.
canonical_smiles,TGFb SMAD3 inh,EPAC2 antagonist,ATXN2 expr inh,HepG2 tox,Nrf2 block,MCF10A rereplic,A549 tox,S2 tox,Nrf2 ARE act
O=C(NC1CCCCC1)C1CCN(C(=O)c2ccc(Cl)cc2)CC1,3%,4%,-7%,1%,1%,-15%,-1%,i,-0.1%
O=S1(=O)C=C(SCc2cccc(Cl)c2)Nc2ccccc21,-14%,-3%,-2%,2%,21µM*,4%,0%,i,-1.0%
N=c1c2c(n(Cc3cccc(Cl)c3)c3c1CCC3)CCCC2,?,0%,?,-22%,?,-4%,-2%,i,-0.1%
CSc1nc(Cl)c(C#N)c(-c2ccc(C)cc2)n1,1%,4%,7%,-4%,8%,3%,4%,i,-0.1%

(listing goes on)
canonical_smiles,TGFb SMAD3 inh,EPAC2 antagonist,ATXN2 expr inh,HepG2 tox,Nrf2 block,MCF10A rereplic,A549 tox,S2 tox,Nrf2 ARE act
COc1cc2c(cc1OC)[C@@H](NC(=O)C(C)C)[C@H](O)C2,-4%,25%,-2%,-3%,8%,?,5%,i,0.4%
CCOCC(=O)Nc1ccc(S(=O)(=O)Nc2nccs2)cc1,-4%,3%,3%,-7%,4%,-3%,0%,i,0.4%
CSc1ncccc1C(=O)OCC(=O)Nc1cccc(S(=O)(=O)N2CCOCC2)c1,6%,-6%,2%,3%,7%,-24%,2%,i,0.3%
COC(=O)c1ccc(NS(=O)(=O)c2cc3c4c(c2)C(C)C(=O)N4CCC3)cc1 (configuration not stated),?,-2%,6%,-2%,-19%,4%,-10%,i,2.4%
CCS(=O)(=O)c1ccc(-c2csc(-c3ccccc3Cl)n2)c(Cl)c1Cl,-2%,6%,0%,13%,·,4%,0%,i,0.4%
CC(C)NC(=O)COC(=O)c1cccc(NS(=O)(=O)/C=C/c2ccccc2)c1,1%,7%,1%,-12%,0%,22%,10%,i,4.8%
Cc1c(NC(=O)CNCc2ccc3c(c2)OCO3)c(=O)n(-c2ccccc2)n1C,-7%,-7%,10%,-6%,3%,-3%,-4%,i,0.8%
CCc1sc(C(=O)NCCCN2CCCC2=O)cc1Br,-10%,19%,0%,-5%,1%,-3%,-4%,i,1.6%
CSc1ccc(C#N)cc1NC(=O)c1cccnc1Cl,2%,-3%,-5%,8%,28%,-19%,0%,i,0.5%
CCOc1ccc(CCNC(=O)C2CCN(S(=O)(=O)N3CC(C)CC(C)C3)CC2)cc1OCC (configuration not stated),26%,25%,·,20%,-17%,-6%,0%,i,-0.6%
COc1ccc(/C=C/C(=O)OCC(=O)NCCc2ccccc2)c(OC)c1,-2%,-7%,7%,-9%,19%,8%,1%,i,3.3%
Cc1ccccc1C(=O)NCCN=C1NS(=O)(=O)c2ccccc21,1%,-3%,-12%,-1%,-9%,1%,1%,i,0.1%
CCCc1cc(NCCCN2CCOCC2)n2c(nc3ccccc32)c1C#N,15%,13%,-15%,2%,-17%,21µM*,11%,i,-0.9%
Cc1ccccc1CN1CCN(C(=O)[C@H]2O[C@@H](n3cnc4c(N)ncnc43)[C@H](O)[C@@H]2O)CC1,-7%,8%,-4%,-12%,·,·,·,i,-0.5%
CCN(CC)C(=O)CC(c1ccc(OC)cc1)c1c(O)cc(OC)cc1OC (configuration not stated),7%&13%,9%,6%,0%&2%,14%&4%,-12%,0%&5%,i,-0.3%
O=C(O)c1cc(-c2cccc([N+](=O)[O-])c2)nc2ccccc12,-8%,0%,2%,-5%,-10%,0%,1%,i,-0.4%
CCCN1CCN(C(=O)Cn2ncc3ccccc32)CC1,0%,10%,4%,7%,10%,3%,6%,i,3.1%
CC(=O)c1cccc(NC(=O)COC(=O)c2ccc3c(c2)OCCO3)c1,5%,0%,-2%,22%,-6%,0%,-15%,i,0.2%
COc1ccc(CN2CCN(Cc3ccco3)CC2)cc1,-27%,4%,-27%,14%,1%,-3%,-2%,i,-0.1%
CN1C(=O)N(C)C2(c3ccccc3)Nn3c(s/c(=C/c4ccccc4)c3=O)=NC12c1ccccc1 (configuration not stated),-4%,2%,8%,17%,7%,1%,1%,i,1.8%
CC(=O)NC1=NN(C(C)=O)C2(S1)C(=O)N(C(C)C)c1ccc(C)cc12 (configuration not stated),3%,2%,5%,7%,4%,0%,-5%,i,-0.7%
O=C1CN(C(=O)c2c(F)cccc2F)C(c2ccccc2)c2cc(Br)ccc2N1 (configuration not stated),-30%,?,-38%,-8%,?,22%,?,i,4.9%
Cc1ccc(S(=O)(=O)N2CCC(C(=O)OCC(=O)NCc3ccco3)CC2)cc1C,3%,3%,0%,-1%,5%,-12%,5%,i,0.0%

Assay outcomes: PubChem BioAssay, National Center for Advancing Translational Sciences (NCATS)
